Bioassay records: PubChem, Vanderbilt High Throughput Screening Facility
Cav3 T inh: human Cav3.2 channel inhibition, primary screen; 4% of 100,000 active; Cav3.2-expressing cells, Fluo-4 calcium fluorescence FDSS; stronger effect = lower value; O95180; B-score at 10 µM;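 active = single-dose well whose peak fluorescence ratio is a statistical outlier from its plate by either plate-standardised score or position-corrected B-score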
Target sequence (O95180 whole entry, looked up): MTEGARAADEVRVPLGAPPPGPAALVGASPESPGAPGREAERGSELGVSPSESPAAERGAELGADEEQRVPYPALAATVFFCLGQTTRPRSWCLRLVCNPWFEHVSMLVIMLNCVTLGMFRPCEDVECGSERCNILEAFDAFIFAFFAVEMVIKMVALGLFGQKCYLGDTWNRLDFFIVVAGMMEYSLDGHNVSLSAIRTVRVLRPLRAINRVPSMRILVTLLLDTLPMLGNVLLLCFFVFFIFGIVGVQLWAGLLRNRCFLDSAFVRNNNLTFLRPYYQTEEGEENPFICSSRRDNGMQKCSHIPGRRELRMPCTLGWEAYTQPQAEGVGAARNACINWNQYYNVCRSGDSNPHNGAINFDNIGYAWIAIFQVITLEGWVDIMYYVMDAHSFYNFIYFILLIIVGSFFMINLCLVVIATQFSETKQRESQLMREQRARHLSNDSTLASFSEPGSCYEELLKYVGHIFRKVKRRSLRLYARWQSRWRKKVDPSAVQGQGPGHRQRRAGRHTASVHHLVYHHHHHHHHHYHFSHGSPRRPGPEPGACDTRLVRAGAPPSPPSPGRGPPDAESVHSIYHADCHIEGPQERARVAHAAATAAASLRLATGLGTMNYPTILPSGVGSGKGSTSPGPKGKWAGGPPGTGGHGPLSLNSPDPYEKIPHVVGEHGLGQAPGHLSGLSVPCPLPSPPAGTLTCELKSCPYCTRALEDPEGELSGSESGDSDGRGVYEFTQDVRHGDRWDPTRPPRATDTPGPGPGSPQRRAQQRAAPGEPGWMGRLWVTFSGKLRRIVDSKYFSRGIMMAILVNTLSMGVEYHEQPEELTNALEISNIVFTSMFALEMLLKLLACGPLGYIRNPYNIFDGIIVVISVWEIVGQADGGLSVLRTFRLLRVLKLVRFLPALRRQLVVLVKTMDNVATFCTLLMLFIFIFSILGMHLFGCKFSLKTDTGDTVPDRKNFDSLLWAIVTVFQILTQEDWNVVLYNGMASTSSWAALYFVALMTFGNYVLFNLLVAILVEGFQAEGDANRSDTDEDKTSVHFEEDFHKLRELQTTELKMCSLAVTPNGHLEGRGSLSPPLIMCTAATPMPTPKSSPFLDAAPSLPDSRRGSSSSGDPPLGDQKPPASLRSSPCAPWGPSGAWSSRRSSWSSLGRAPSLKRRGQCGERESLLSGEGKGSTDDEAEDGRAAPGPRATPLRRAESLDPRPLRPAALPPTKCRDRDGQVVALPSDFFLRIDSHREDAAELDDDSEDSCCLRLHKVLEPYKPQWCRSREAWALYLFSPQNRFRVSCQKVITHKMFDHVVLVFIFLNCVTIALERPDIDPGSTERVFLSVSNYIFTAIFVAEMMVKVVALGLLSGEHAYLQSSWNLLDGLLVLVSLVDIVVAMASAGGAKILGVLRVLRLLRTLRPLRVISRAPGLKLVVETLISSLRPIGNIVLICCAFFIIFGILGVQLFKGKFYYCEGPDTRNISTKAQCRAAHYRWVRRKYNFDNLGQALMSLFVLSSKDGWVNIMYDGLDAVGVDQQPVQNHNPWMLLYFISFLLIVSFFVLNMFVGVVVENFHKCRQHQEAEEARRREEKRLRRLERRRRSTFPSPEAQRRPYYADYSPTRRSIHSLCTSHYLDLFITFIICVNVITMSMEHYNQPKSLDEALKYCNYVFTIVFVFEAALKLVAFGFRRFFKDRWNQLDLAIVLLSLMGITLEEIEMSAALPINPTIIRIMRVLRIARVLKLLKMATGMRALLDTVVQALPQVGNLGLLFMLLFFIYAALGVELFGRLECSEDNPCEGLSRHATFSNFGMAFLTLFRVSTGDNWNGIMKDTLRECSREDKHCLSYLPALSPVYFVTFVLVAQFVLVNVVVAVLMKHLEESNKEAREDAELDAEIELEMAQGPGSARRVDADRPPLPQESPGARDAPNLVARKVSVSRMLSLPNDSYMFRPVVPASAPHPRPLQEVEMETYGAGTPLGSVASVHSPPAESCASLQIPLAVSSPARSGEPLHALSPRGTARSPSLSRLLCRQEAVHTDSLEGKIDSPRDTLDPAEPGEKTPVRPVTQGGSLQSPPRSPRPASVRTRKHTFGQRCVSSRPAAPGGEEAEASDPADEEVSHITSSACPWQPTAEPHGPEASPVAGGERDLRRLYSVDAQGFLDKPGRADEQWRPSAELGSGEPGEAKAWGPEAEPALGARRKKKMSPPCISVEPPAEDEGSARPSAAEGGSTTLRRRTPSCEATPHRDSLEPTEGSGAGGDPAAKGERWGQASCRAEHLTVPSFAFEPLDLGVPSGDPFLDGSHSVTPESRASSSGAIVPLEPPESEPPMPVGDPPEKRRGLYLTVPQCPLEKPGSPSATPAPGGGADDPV
Active calls of the source: *. A portion of the library; rates above refer to the full screens.

SMILES | Cav3 T inh
CC(C)n1c(-c2cccs2)nc2ccccc21 | -0.2
COC(=O)c1[nH]c2cc(OC)ccc2c1NC(=O)CCN1CCCCC1 | 0.75
CC(C)(C)SCCNS(=O)(=O)c1ccc2ccccc2c1 | -5.1
O=C(NCCc1c[nH]c2ccccc12)C(=O)NCC1OCCN1S(=O)(=O)c1ccc(F)cc1 (stereo not given) | -5.9*
COc1cccc(-c2cc(C(=O)Nc3cc(C)on3)no2)c1 | -0.28
O=C(COc1ccc(Cl)cc1)NCc1nnc(SCC(=O)NC2CCCCC2)o1 | 0.15
CCCCSc1nc2c(c(=O)[nH]1)CCC2 | 0.98
Cc1cc(C)nc(N2CCCC(C(=O)NCc3cccc(C(F)(F)F)c3)C2)n1 (stereo not given) | -0.94
CCn1c(COc2c(C)cccc2C)nnc1SCC(=O)N1CCN(c2ccccc2)CC1 | -2.2
Cn1nc(C(=O)Nc2cccnc2)c2ccccc2c1=O | 0.8
CC1c2nc3ccccc3n2C(CC(=O)NCc2ccccn2)C(=O)N1Cc1ccccc1 (stereo not given) | 0.72
C/C(=N\NC(=O)c1ccc(Br)cc1)c1ccccc1 | -0.032
O=C(Oc1ccc(N2C(=O)CCC2=O)cc1)c1ccccc1 | -0.44
COc1ccc2nc(C3CCCCC3)c3c(c2c1)CCC3 | 0.48
Cc1nn(Cc2ccc(Cl)cc2)c(=O)n1N(C)c1ncc(C(F)(F)F)cc1Cl | -2.6
CCCNC(=O)c1c(CSc2ccc(Cl)cc2)noc1C(=O)NCc1ccccc1 | -2.7
N/C(=N\OC(=O)COc1ccccc1Cl)c1ccc(Cl)cc1 | -0.11
Cc1cc(NC(=O)CCCN2C(=O)c3cccnc3C2=O)no1 | 1.4
Cc1ccc2c(CC(=O)Nc3c(C)n(C)n(-c4ccccc4)c3=O)coc2c1 | 0.76
CCOc1ccc(C(=O)NC(=S)Nc2ccccc2N2CCC(C)CC2)cc1[N+](=O)[O-] | 0.06
CCCCC1CCCOC(C(=O)NCCNCCO)(C(F)(F)F)C1 (stereo not given) | 0.51
CCOC(=O)c1nnn(-c2nonc2N)c1CNc1ccc(C)c(Br)c1 | -2.2
CC(=O)c1ccc(OCC(O)CN2C(C)(C)CC(O)CC2(C)C)cc1 (stereo not given) | 0.19
Cc1c(NC(=O)C(C#N)=C2CCCCC2)c(=O)n(-c2ccccc2)n1C | -0.052
Cc1ccc(S(=O)(=O)n2cc(-c3ccccc3)c(N)n2)cc1 | -3.5
COc1cc(OC)c(-n2c(C)cc(C=O)c2C)cc1Cl | 0.13
CCC1Oc2ccc(C)cc2N(CC(=O)NCCCN2CCCCC2CC)C1=O (stereo not given) | -1.8
c1ccc(OCc2nc(-c3cccs3)no2)cc1 | -1.3
COc1ccc(OC)c(S(=O)(=O)NC2CCN(Cc3ccccc3)CC2)c1 | 0.39
O=C(CSc1nnc(-c2cccs2)n1-c1ccccc1)c1ccc2c(c1)OCCO2 | 0.29
CCC1=C(OC(=O)N(CC)CC)N2C(=O)OC(=NCc3ccccc3)[C@]2(C)[C@H]2C1=CC[C@H]1C(=O)N(CC(=O)OC)C(=O)[C@H]12 | -0.0078
COC(=O)c1c(C(=O)OC)c2n(c1C)Cc1ccccc1C2 | 0.32
O=C(CCNC(=O)c1ccc(Br)o1)NCc1ccc(Cl)cc1 | 0.95
CCN1CCN(C(=S)Nc2ccc(Cl)cc2Cl)CC1 | 2.6
CCN(CC)CCn1c(NCc2cccc(OC)c2)nc2ccccc21 | 0.38
O=C(COc1ccc(Br)cc1)N1CCC(c2ccccc2)C1 (stereo not given) | -4.1*
Cc1cc(Cl)ccc1NC(=S)NCc1ccc(Cl)cc1 | 0.1
C/C(=N\Nc1cc(Cl)nc(C)n1)c1ccc(Cl)c(Cl)c1 | 0.16
O=S(=O)(NCc1cccnc1)c1ccc(Cl)nc1 | 0.081
Cc1cc(C)nc(SCC(=O)Nc2ccc(S(=O)(=O)NC(C)(C)C)cc2)n1 | 1.3
COc1ccccc1C1SCCN1S(=O)(=O)c1cccc(C(F)(F)F)c1 (stereo not given) | -2.9
CCC1Oc2ccc(C)cc2N(CC(=O)NCCCN2CCN(Cc3ccccc3)CC2)C1=O (stereo not given) | -0.99
O=C(Nc1c(C(=O)N2CCCCC2)cnn1-c1ccccc1)c1ccco1 | 0.83
CCc1cc2c(=O)c(-c3nc4ccccc4n3C)c(COCC(=O)O)oc2cc1OC(=O)C(C)(C)C | 0.73
Cc1cccc(Cn2c(NCC(C)O)nc3c2c(=O)n(C)c(=O)n3C)c1 (stereo not given) | -0.059
O=C(CSc1nnc(-c2cccnc2)n1-c1ccccc1)NCc1ccc2c(c1)OCO2 | -0.18
CS(=O)(=O)N1CCN(c2ccccc2NC(=O)C(c2ccccc2)c2ccccc2)CC1 | -0.94
CCOC(=O)c1[nH]cnc1C(=O)NC(C)C | 0.31
COc1cccc2cc(C(=O)N3CCN(C(=O)c4ccco4)CC3)c(=O)oc12 | 0.34
Cc1ccc(C2=NOC(C)(c3sc(-c4ccc(Cl)cc4)nc3C)C2)cc1 (stereo not given) | -0.13
CCOc1c2ccc(C(=O)NCc3ccc(OC(F)(F)F)cc3)cc2nn1C | -1.9
Cc1ccc(SCc2noc(C(=O)NC(C)C)c2C(=O)O)cc1C | -0.28
CCOC(=O)c1c(NC(=O)CSc2nnc(-c3cccnc3)o2)sc(C(C)=O)c1C | -1.5
COc1cc2c(cc1OC)C(C(=O)NC1CC1)C1c3ccccc3CCN1C2=O (stereo not given) | -0.14
COc1ccc(CNC(=O)c2ccc(N3CCCC3=O)cc2)cc1 | 0.0057
CC(C)COC(=O)c1cc(-c2ccc(/C=N/n3cnnc3)o2)ccc1Cl | -0.33
COc1ccc(C(c2nnnn2C2CCCC2)N2CCc3ccccc3C2)cc1OC (stereo not given) | -4*
CC(C)Oc1ccc(C2CC(=O)N(c3ccccc3)C2=O)cc1 (stereo not given) | 0.11
Cc1ccc(NC(=O)c2ccccc2O)cc1 | -1.7
CCCNc1nc2c(c(=O)[nH]c(=O)n2C)n1CCC(C)C | -0.087

The list continues:
SMILES | Cav3 T inh
O=c1[nH]c2ccccc2n1CCCN1CCN(C(c2ccccc2)c2ccccc2)CC1 | -5*
CCOC(=O)N1CCC(N(C(=O)Nc2ccc(CC)cc2)C(C)CC)CC1 (stereo not given) | -2
O=C(O)C1CC=CCC1C(=O)Nc1ccccc1Cl (stereo not given) | 0.12
COc1ccccc1NC(=O)C1CCCN1C(=O)NCc1ccccc1 (stereo not given) | 0.13
CCCCSc1nnc(-c2ccc(C)cc2)o1 | -1.1
Cc1cc(C)n(-c2nc(NCC(C)O)c3c4c(sc3n2)COC(C)(C)C4)n1 (stereo not given) | 0.69
O=C(CCc1nc2ccccc2s1)N1CCN(S(=O)(=O)c2cccs2)CC1 | -0.43
COc1ccc2c(CC(=O)NCc3ccc4c(c3)OCO4)coc2c1 | -2.7
Clc1ccc2c(c1)c1cc(Cl)ccc1n2CN1CCOCC1 | -0.33
Cc1cc(C(=O)COc2nncc3ccccc23)c(C)n1C | -0.29
c1ccc2[nH]c(SCc3cscn3)nc2c1 | 0.62
CCOc1cc(C2C(C(=O)N3CCOCC3)=C(C)NC3=C2C(=O)CCC3)ccc1O (stereo not given) | 0.24
Cc1c(N2C(=O)/C(=C\c3cccc4ccccc34)SC2=S)c(=O)n(-c2ccccc2)n1C | 1.2
O=C(Nc1ccccc1)c1cc2c(=O)c3ccccc3oc2nc1C(F)(F)F | -0.067
CCN(CC)S(=O)(=O)c1cccc(-c2nnc(SC(C)C(N)=O)n2CCc2ccccc2)c1 (stereo not given) | 1

Individual results from the results shown:
Cav3 T inh, Cc1ccc(S(=O)(=O)n2cc(-c3ccccc3)c(N)n2)cc1 stands at -3.5
Cav3 T inh, CCN1CCN(C(=S)Nc2ccc(Cl)cc2Cl)CC1 stands at 2.6

Next results follow.
SMILES | Cav3 T inh
COc1cc(NC(=O)c2cnc(N)s2)cc(C(=O)Nc2cccc(C(F)(F)F)c2)c1 | 0.34
CCC(C)(C(=O)NC1CCCCC1)N(Cc1ccco1)C(=O)CC1NC(=O)NC1=O (stereo not given) | 0.82
CN=C(Nc1ccccc1)SC1CC(=O)N(c2ccc(C(=O)OC)cc2)C1=O (stereo not given) | -1.3
Cc1ccc(OCCSc2nnc(-c3cccs3)n2C)cc1 | -0.38
Cc1cc(=O)oc2cc(OCC(=O)OCC(=O)N3CCc4ccccc43)ccc12 | 0.64
COC(=O)c1ccc(-c2nc3cc(Cl)c(N)cc3s2)cc1 | -0.64
CCC1CCCCN1C(=O)COC(=O)c1ccc(S(=O)(=O)N2CCOCC2)cc1 (stereo not given) | 0.044
CCn1c(CNC(=O)c2cccc(C)c2)nc2ccccc21 | 0.21
COc1cc(Cl)c(C)cc1NC(=O)CSc1nnc(-c2ccccn2)n1Cc1ccco1 | -7.3*
N=c1c2c(-c3ccccc3)c(-c3ccccc3)n(Cc3ccco3)c2ncn1Cc1ccccc1 | -12*
O=C(Nc1nc(-c2cccs2)cs1)c1ccc(S(=O)(=O)N2CCCC2)cc1 | -2.6
Cn1ncc(N=Cc2ccccc2O)c1C(=O)Nc1ccccc1 | 0.12
CC(Oc1ccc(Cl)cc1)C(=O)OCC(=O)Nc1ncc(Cl)cc1Cl (stereo not given) | -1.6
CCCN1Cc2cccc(C(=O)Nc3cc(OC)cc(OC)c3)c2C1=O | 0.46
CC(=O)C1=C(O)C(=O)N(Cc2cccnc2)C1c1ccc(Cl)cc1 (stereo not given) | 0.18

16 compounds already listed, arranged by molar mass, lowest first.
SMILES | Cav3 T inh
CCn1c(CNC(=O)c2cccc(C)c2)nc2ccccc21 | 0.21
COC(=O)c1ccc(-c2nc3cc(Cl)c(N)cc3s2)cc1 | -0.64
Cn1ncc(N=Cc2ccccc2O)c1C(=O)Nc1ccccc1 | 0.12
Cc1ccc(OCCSc2nnc(-c3cccs3)n2C)cc1 | -0.38
CC(=O)C1=C(O)C(=O)N(Cc2cccnc2)C1c1ccc(Cl)cc1 (stereo not given) | 0.18
CCCN1Cc2cccc(C(=O)Nc3cc(OC)cc(OC)c3)c2C1=O | 0.46
O=C(Nc1ccccc1)c1cc2c(=O)c3ccccc3oc2nc1C(F)(F)F | -0.067
Cc1cc(=O)oc2cc(OCC(=O)OCC(=O)N3CCc4ccccc43)ccc12 | 0.64
CN=C(Nc1ccccc1)SC1CC(=O)N(c2ccc(C(=O)OC)cc2)C1=O (stereo not given) | -1.3
CC(Oc1ccc(Cl)cc1)C(=O)OCC(=O)Nc1ncc(Cl)cc1Cl (stereo not given) | -1.6
CCC1CCCCN1C(=O)COC(=O)c1ccc(S(=O)(=O)N2CCOCC2)cc1 (stereo not given) | 0.044
COc1cc(NC(=O)c2cnc(N)s2)cc(C(=O)Nc2cccc(C(F)(F)F)c2)c1 | 0.34
N=c1c2c(-c3ccccc3)c(-c3ccccc3)n(Cc3ccco3)c2ncn1Cc1ccccc1 | -12*
Cc1c(N2C(=O)/C(=C\c3cccc4ccccc34)SC2=S)c(=O)n(-c2ccccc2)n1C | 1.2
COc1cc(Cl)c(C)cc1NC(=O)CSc1nnc(-c2ccccn2)n1Cc1ccco1 | -7.3*
CCN(CC)S(=O)(=O)c1cccc(-c2nnc(SC(C)C(N)=O)n2CCc2ccccc2)c1 (stereo not given) | 1

Following part.
SMILES | Cav3 T inh
Cc1ccc(-c2noc(CSc3nnnn3-c3ccccc3)n2)cc1 | -2.7
CC1CCCCC1NC(=O)CCCc1nc2ccccc2c(=O)[nH]1 (stereo not given) | 0.75
O=C(c1cccs1)N1CCN(Cc2ccc3c(c2)OCO3)CC1 | 0.27
NC(=O)C1(N2CCCCC2)CCN(C(=O)c2ccc(-n3cnnn3)cc2)CC1 | 0.15
CC(C)(C)CC(C)(C)NC(=O)CSCC(=O)Nc1ccc2ccccc2c1 | -3.1
O=C(NCc1cccs1)c1nc2c(nnn2Cc2ccc(F)cc2)c(=O)[nH]1 | -1.9
CCOC(=O)Nc1ccc2c(c1)N(C(=O)CCN1CCN(CCO)CC1)c1ccccc1CC2 | 1.4
CCCCNC(=O)CS(=O)Cc1nc(-c2cccc(Cl)c2)oc1C (stereo not given) | -0.65
COc1ccc(Cc2c[nH]c(=O)[nH]c2=O)cc1 | 0.32
CC1CN(C(=O)c2cc(F)c(F)cc2Cl)CC(C)O1 (stereo not given) | 0.89
NCCCC[C@@H]1NC(=O)c2cc([N+](=O)[O-])cc(I)c2SC[C@@H](C(N)=O)NC(=O)[C@H](CCC(N)=O)NC1=O | 0.018
COCCN(CCOC)c1nc(S(=O)(=O)c2ccc(C)cc2)c(Cl)s1 | -1.2
COCCOC(=O)C(C#N)c1nc2ccccc2nc1N1CCN(Cc2ccccc2)CC1 (stereo not given) | -3.7
O=C(CSCc1cnn(-c2ccccc2)c1-n1cccc1)N1CCN(Cc2ccccc2)CC1 | -4.2
COc1ccc(C2C(C(=O)c3sc(C)nc3C)=C(O)C(=O)N2CCN2CCOCC2)cc1 (stereo not given) | -0.039
C=CCSc1nc2c(sc3nc(C)cc(C)c32)c(=O)[nH]1 | -0.39
Cc1ccc2c(CC(=O)OCn3nnc4ccccc4c3=O)coc2c1 | -1
Cc1ccc(NC2=Nc3ccccc3CC2)cc1 | -0.63
CCc1nnc(NC(=O)CSc2nnc(CNc3cccc(C)c3)n2-c2ccccc2)s1 | -1.3
CC(C)c1nc2oc3c(NCC4CCCO4)ncnc3c2c2c1CCC2 (stereo not given) | 0.028
O=C(Nc1cccnc1)c1cc2c(ccc3ccccc32)o1 | -0.7
NNC(=O)Cc1cn(-c2ncc(C(F)(F)F)cc2Cl)c2ccccc12 | -2.3
CC(C)(C)c1cccc(/C=N/O)c1O | -1.8
COc1ccc2c(c1)cc1n2CCN2CCCN=C12 | -0.21
COc1ccc(-c2noc(COc3ccc4c(c3)OCO4)n2)cc1 | 0.1
COc1ccc(NC(=O)CSc2nc3ccccc3cc2Cc2ccccc2)cc1 | -4.2*
O=C(O)C(Cc1ccccc1)N1Cc2ccccc2C1=O (stereo not given) | 0.32
Cc1ccc(S(=O)(=O)N2CCN(C)CC2)cc1[N+](=O)[O-] | -0.91
O=S(=O)(NCCSc1nnnn1-c1ccccc1)c1cccs1 | -1.1
CCCC[C@@H]1C[C@H]1[C@@H](NC(=O)c1ccco1)c1ccccc1C(F)(F)F | -0.6
NC(=O)C1CCN(S(=O)(=O)c2cccc(C(=O)O)c2)CC1 | 0.5
O=C(NC1CCS(=O)(=O)C1)c1cn(-c2ccccc2)nc1-c1ccccc1 (stereo not given) | 0.77
COC(=O)CC1NCCNC1=O (stereo not given) | 0.52
